# Dynein transport = inhibitors of GR-EGFP nuclear translocation, primary screen, dynein cargo transport inhibitor project, imaging, high-content, 3617.4 mouse cells; test concentration mostly 20 µM; stimulated with dexamethasone, 1 µM; hits give low values; z-score, hits read low; 0.47% of 220,000 active; AID 1381, 2008;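 active = plate z-score of nuclear minus cytoplasmic receptor signal below a set negative limit, without overly bright fluorescence or cell loss, cut at about -3.5 in these data, passing the limit was not always enough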;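 note: z-score of nuclear minus cytoplasmic ring GR-EGFP intensity difference per well; some compounds called inactive have numbers as strong as hits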
#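 Schedule: 48 h induction, then 1 h compound, then 30 min agonist, 37 °C. Buffer or medium: tetracycline-free induction medium containing charcoal-stripped FBS. Reagent: 1.0 µM final dexamethasone stimulus. Evaluation: nuclear versus cytoplasmic GR-EGFP signal, averaged per well. Signal: high-content fluorescence imaging after fixation.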
# Siah-1 displacement = Siah-1 peptide-binding antagonists, primary screen, biochemical, fluorescence polarization, rhodamine-plectin, uHTS (AID 1817) | 0.02% of 290,000 active | Siah-1 / rhodamine-plectin peptide fluorescence polarization; higher % means a stronger effect | displacement, % at 20 µM, or IC50 in µM where a hit was titrated | E3 ubiquitin-protein ligase SIAH1 (Homo sapiens);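 active = displacement of at least 50% at 20 µM, with a fluorescence ratio check between 0.3 and a set limit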;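 note: plate controls were Siah plus tracer with DMSO for no effect and tracer alone without Siah for full effect; strong numbers were not always called active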
# P. falciparum M1AAP = P. falciparum M1AAP inhibitors, biochemical, fluorogenic H-Leu-NHMec substrate, 1536-well (AID 1445); 0.42% of 220,000 active; inhibition, % at 30 µM, or IC50 in µM where a hit was titrated; recombinant M1AAP, H-Leu-NHMec fluorogenic kinetic assay; higher % means a stronger effect;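 active = primary inhibition above the hit cutoff, then over 50% inhibition at one or more dose response concentrations, cut at about 23% in these data, passing the limit was not always enough; inconclusive = conflicting primary data, or primary hits not chosen for dose response; inactive = low primary inhibition, or under 50% at every dose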;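 note: plate controls were DMSO full reaction for no effect and no enzyme background for full effect; strong numbers were not always called active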
# PMI inhibitors = inhibitors of human PMI, primary screen, biochemical, fluorescence intensity, coupled assay (AID 1209) | Mannose-6-phosphate isomerase (Homo sapiens) | purified PMI enzyme, coupled fluorescence intensity; higher % means a stronger effect | inhibition, % at 20 µM; hits with a dose series show IC50 in µM | 0.42% of 190,000 active;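 note: plate controls were DMSO vehicle for no effect and wells lacking substrate for full effect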
# AID2073 = inhibitors of Mint1-CaV2.2 protein interaction, biochemical, HTRF (AID 2073) | 0.19% of 290,000 active | HTRF protein-protein interaction, Mint1-CaV2.2; higher % means a stronger effect | one-dose inhibition, % at 20 µM; IC50 in µM for titrated hits | Voltage-dependent N-type calcium channel subunit alpha-1B (Homo sapiens); in the data active = inhibition mostly above about 51%, no sharp cut-off; inconclusive = no clear call, values can overlap the other calls; inactive = mostly below about 53%; note: some results filed as inactive read as strong as hits
# P. falciparum M17LAP = P. falciparum M17LAP inhibitors, primary screen, biochemical, fluorogenic H-Leu-NHMec substrate, 1536-well (AID 1619); Leucine aminopeptidase (Plasmodium falciparum (isolate 3D7)); recombinant M17LAP, H-Leu-NHMec fluorogenic kinetic assay; higher % means a stronger effect; inhibition, % at 30 µM, or IC50 in µM where a hit was titrated; 0.38% of 220,000 active;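 active = compound inhibiting the enzyme by more than half at any dose during confirmatory dose-response retesting; inconclusive = strong single-dose inhibitors picked by rank but not retested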;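 note: plate controls were full reaction with DMSO carrier for no effect and no enzyme background for full effect; strong numbers were not always called active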
# XIAP displacement = XIAP antagonists, biochemical, IAP family, fluorescence polarization (AID 1018); E3 ubiquitin-protein ligase XIAP (Homo sapiens); XIAP BIR domain, fluorescence polarization peptide displacement; higher % means a stronger effect; 0.007% of 200,000 active; displacement, % at 20 µM; hits with a dose series show IC50 in µM; in the data active = displacement above about 50%; note: a part of the inactive calls stands beside numbers as strong as those of hits
# human PMI inhibitors = human PMI inhibitors, high substrate, primary screen, biochemical, fluorescence intensity, high mannose 6-phosphate (AID 1220); recombinant PMI enzyme, coupled fluorescence intensity; higher % means a stronger effect; inhibition, % at 20 µM; hits with a dose series show IC50 in µM; 0.66% of 190,000 active
# LYP phosphatase = inhibitors of LYP phosphatase, biochemical, fluorescence intensity, uHTS (AID 1779); recombinant LYP phosphatase, fluorescence intensity; higher % means a stronger effect; 0.054% of 290,000 active; one-dose inhibition, % at 11.5 µM; IC50 in µM for titrated hits;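 note: plate controls were vehicle with enzyme for no effect and no enzyme for full effect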
# Dynein transport cytoplasmic EGFP = further read-out of Dynein transport, marked with its call; z-score; measured here: cytoplasmic GR-EGFP intensity; hits give high values
# Dynein transport nuclear GR-EGFP = further read-out of Dynein transport, marked with its call; z-score; measured here: nuclear GR-EGFP intensity;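 lower value marks the stronger effect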
# Dynein transport cell count = recorded beside Dynein transport, whose call it bears; z-score; measured here: cell count per field
# Numbers without * were called inactive; ? = inconclusive; · = not tested or not shown. Cut-off read from the data, not from the text of the source, unless noted: active = inhibition above about 50%; inactive = the rest.
SMILES,Dynein transport,Dynein transport cytoplasmic EGFP,Dynein transport nuclear GR-EGFP,Dynein transport cell count,Siah-1 displacement,P. falciparum M1AAP,PMI inhibitors,AID2073,P. falciparum M17LAP,XIAP displacement,human PMI inhibitors,LYP phosphatase
CCN1CCCC1CN(Cc1cc2c(C)cc(C)cc2[nH]c1=O)C(=O)NC1CCCCC1 (stereo unspecified),0.94,-0.089,0.2,-0.35,4%,1%,6%,0%,-4%,-2.8%,9%,3%
CC(C)c1ccc(OCC(=O)NC(=S)Nc2ccc3c4c(cccc24)CC3)cc1,-0.81,-0.23,-1.1,-0.073,4%,2%,15%,38%,-10%,-9.0%,14%,-2%
O=C(NN=C1C2CC3CC1CC(Cl)(C3)C2)c1ccccn1,0.11,-0.36,-0.27,0.09,-3%,-5%,5%,5%,0%,-7.4%,7%,-6%
CC(=O)NC(=C(Cl)Cl)S(=O)(=O)c1ccccc1,0.64,0.36,0.59,-1.6,0%,-4%,-25%,1%,-4%,-7.0%,-13%,-5%
COc1ccccc1N1CCN(C(=O)CN(c2ccccc2OC)S(=O)(=O)c2ccccc2)CC1,-1,-0.26,0.089,1.2,0%,6%,5%,10%,5%,-1.8%,-7%,2%
COC(=O)c1ccccc1NC(=O)/C=C/c1ccco1,-0.69,-0.31,-0.65,0.54,5%,7%,7%,40%,2%,-9.0%,-7%,-4%
COc1ccc(C)cc1NC(=O)c1cnc2scc(C)n2c1=O,-0.14,-0.15,0.04,-0.43,6%,-3%,5%,-5%,-8%,1.3%,7%,-4%
CC(NC(=O)c1ccc(Cl)cc1)c1nnc(SCc2ccc([N+](=O)[O-])cc2)n1C (stereo unspecified),0.12,-0.19,-0.13,0.38,-3%,-6%,13%,-2%,-22%,-5.7%,10%,-5%
O=c1[nH]c(N/N=C/c2cc3c(cc2[N+](=O)[O-])OCO3)nc2ccccc12,3.1,-0.19,1.6,-2,0%,9%,·,13%,15%,·,·,2%
COc1cc(CNCCc2ccc(S(N)(=O)=O)cc2)ccc1OCc1ccc(Cl)cc1,-0.24,-0.17,0.34,-0.023,1%,6%,0%,21%,2%,-9.6%,-6%,-6%

# The final 2 records of the section before are carried over, then new ones follow:
SMILES,Dynein transport,Dynein transport cytoplasmic EGFP,Dynein transport nuclear GR-EGFP,Dynein transport cell count,Siah-1 displacement,P. falciparum M1AAP,PMI inhibitors,AID2073,P. falciparum M17LAP,XIAP displacement,human PMI inhibitors,LYP phosphatase
O=c1[nH]c(N/N=C/c2cc3c(cc2[N+](=O)[O-])OCO3)nc2ccccc12,3.1,-0.19,1.6,-2,0%,9%,·,13%,15%,·,·,2%
COc1cc(CNCCc2ccc(S(N)(=O)=O)cc2)ccc1OCc1ccc(Cl)cc1,-0.24,-0.17,0.34,-0.023,1%,6%,0%,21%,2%,-9.6%,-6%,-6%
Fc1cccc(CN2CCN(Cc3nc(-c4cnccn4)no3)CC2)c1,0.24,-0.34,-0.2,0.61,6%,10%,4%,4%,2%,-2.1%,3%,-3%
Cc1cc(C)n(C(=O)CCCCCC(=O)n2nc(C)cc2C)n1,-1.3,-0.2,-0.41,1.1,7%,1%,-10%,8%,-1%,-0.6%,-6%,-8%
CCN(CC)C(=O)CSc1nc2ccccc2c(=O)n1CC,-0.61,-0.21,0.2,0.61,-1%,-1%,-13%,9%,-1%,-3.8%,-8%,-10%
CCOC(=O)c1ccc(NC(=O)CCc2nc(-c3ccc(Cl)cc3)no2)cc1,-0.42,-0.32,-0.023,-0.11,0%,-6%,-14%,22%,4%,-0.9%,-6%,3%
Cc1ccc(NC(=O)CCn2c(=O)[nH]c3ccsc3c2=O)cc1,-1.1,-0.24,-0.7,0.81,-2%,7%,-1%,-5%,12%,-12%,-1%,-28%
N#Cc1ccccc1OCCN1C(=O)c2ccccc2C1=O,-0.99,-0.21,-1.1,-0.099,-5%,14%,0%,6%,14%,-3.7%,-4%,-15%
CCOC(=O)c1cccc(N2C(=O)c3ccccc3S2(=O)=O)c1,0.25,-0.23,0.11,0.65,-3%,7%,4%,8%,-6%,-5.4%,2%,2%
O=C(Nc1ccc2nc3ccccc3nc2c1)c1ccccc1,-0.19,0.064,0.056,0.16,-2%,2%,-21%,16%,-2%,-0.2%,-58%,-5%
CCc1ccc(CNC(=O)C2CCCN(c3nc4ccccc4o3)C2)cc1 (stereo unspecified),0.9,0.21,0.37,-0.099,3%,8%,3%,-6%,-7%,-6.3%,-4%,2%
CC(=O)C1=C(O)C(=O)N(c2ccc(O)cc2)C1c1ccc([N+](=O)[O-])cc1 (stereo unspecified),0.17,-0.091,0.33,-1.1,3%,4%,·,-7%,16%,-3.6%,·,-4%
CCn1c(SCC(=O)Nc2nc(C)c(C)s2)nnc1-c1ccco1,-0.38,-0.12,-0.094,0.21,1%,-1%,-2%,11%,4%,-5.6%,-1%,-8%
CCOC(=O)c1ccccc1NS(=O)(=O)c1ccccc1F,-0.42,-0.19,-0.048,0.72,6%,3%,1%,1%,-7%,-3.9%,11%,-1%
COc1ccc(N(C(=O)c2ccncc2)S(=O)(=O)c2cccs2)cc1,1.4,-0.13,1.6,-1.9,0%,-1%,·,-10%,-6%,·,·,-8%
C(#CC1CCCC1)c1ccc2c(c1)COc1c3ccccc3nn1-2,-0.29,-0.81,0.016,0.26,0%,1%,·,-7%,0%,·,·,-2%
CCCCn1c(SCC(N)=O)nnc1-c1cc(OC)c(OC)c(OC)c1,-0.3,-0.31,-0.13,0.14,0%,7%,17%,3%,6%,-9.4%,15%,-9%
CCc1ccc(NC(=S)N2CCCC(C(F)(F)F)C2)cc1 (stereo unspecified),-0.12,-0.27,0.76,-0.71,3%,6%,11%,-23%,-2%,-11%,13%,-2%
CCOc1ccc2ccccc2c1/C=N/NC(=O)CNC(=O)C(c1ccccc1)c1ccccc1,0.8,0.26,0.7,-1.1,-7%,4%,4%,14%,2%,-6.5%,0%,-5%
CCCOP(=O)(OCCC)c1nc(-c2ccccc2)oc1NCc1ccccc1,-0.75,-0.2,-0.74,0.97,0%,-2%,15%,7%,-12%,-1.3%,17%,5%
O=C(c1cc(COc2ccc(F)cc2Cl)on1)N1CCCC(c2ccccc2)C1 (stereo unspecified),-0.39,-0.26,-0.29,1,2%,-1%,24%,8%,2%,-10%,22%,0%
O=C(c1cc2nc(-c3ccco3)cc(C(F)(F)F)n2n1)N1CCN(c2ccc(F)cc2)CC1,0.36,0.029,0.4,0.12,5%,4%,14%,8%,2%,-1.5%,19%,8%
COc1ccc(NS(=O)(=O)c2ccc(NC(=S)NC(=O)C(C)C)cc2)cc1,-0.17,-0.2,-0.21,-0.19,2%,3%,11%,-8%,16%,-5.3%,5%,0%
CC1(C)Cc2c(sc3c2c(N)nc(=S)n3Cc2ccc(Br)cc2)CO1,-0.057,-0.25,0.35,0.048,-1%,5%,·,13%,4%,·,·,-8%
C/C(CC(=O)Nc1ccc(C)c(Cl)c1)=N\NC(=O)Cc1ccccc1,0.75,0.067,0.54,-0.94,2%,3%,-5%,8%,22%,-2.3%,-6%,0%
O=C(Nc1ccccc1C(=O)N1CCNCC1)c1ccco1,-0.57,-0.25,-0.24,0.34,-3%,-2%,8%,-4%,2%,-4.4%,8%,-1%
CC1CC(C)(C)NC(=S)N1CCC(=O)N1CCN(c2ccccc2)CC1 (stereo unspecified),1.4,-0.27,0.59,-0.17,-4%,0%,-3%,-14%,22%,-3.1%,-2%,0%
COc1ccc(CC(=O)Nc2ccc(S(=O)(=O)Nc3nc(C)cc(C)n3)cc2)cc1,-0.46,0.38,0.097,-0.0076,0%,7%,-1%,4%,1%,-4.1%,-6%,-2%
N=c1n(CC(=O)c2ccc([N+](=O)[O-])cc2)c2ccccc2n1Cc1ccccc1Cl,1.6,1.2,2.3,-3.4,-5%,6%,-2%,27%,-5%,1.4%,1%,2%
O=C(CCCCN1CCCCC1)c1ccc2c(c1)Cc1ccccc1-2,0.52,-0.17,0.17,-0.14,-10%,?,-12%,0%,21%,-7.1%,-13%,-2%
COCCOC(=O)c1c(C)oc2ccc(OC(=O)c3ccco3)cc12,0.57,-0.31,1.6,0.15,2%,6%,13%,-1%,10%,0.2%,12%,-6%
COc1ccc2c(c1)Cc1sc(NC(=O)c3ccccc3)nc1-2,-0.98,0.22,-0.27,0.55,2%,11%,3%,9%,4%,-4.4%,-13%,-6%
COc1cccc(OCCNC(=O)Nc2cc(F)c(F)cc2Cl)c1,1.6,-0.35,1.1,-0.12,0%,1%,9%,-1%,-8%,-8.0%,16%,-3%
OCC1(Cc2ccccc2C(F)(F)F)CCN(Cc2ccc3c(c2)CCO3)CC1,-0.78,-0.2,-0.42,1.2,-3%,0%,9%,-9%,-20%,-4.4%,-1%,-10%
Nc1c(C(=O)Nc2ccccc2F)sc2nc(-c3cccnc3)ccc12,0.32,-0.12,0.67,-1.2,-2%,3%,·,24%,16%,·,·,4%
NC(=O)N1CCC2(CC1)NC(=O)N(c1ccccc1)N2,-1.1,-0.26,-0.72,0.58,-3%,4%,-63%,-16%,3%,-8.6%,-154%,0%
CCCOc1ccc(/C=N/NC(=O)CN(c2ccc(OCC)cc2)S(C)(=O)=O)cc1,-0.53,-0.22,0.16,0.65,-4%,-2%,·,-4%,2%,·,·,0%
Cc1ccnc(Nc2nc3ccccc3o2)n1,0.31,-0.18,0.28,-0.18,-2%,3%,20%,8%,8%,-3.1%,12%,4%
CC1CCCN(CC(O)COc2ccc3c(c2)OCO3)C1 (stereo unspecified),-0.63,-0.36,-0.63,0.72,0%,-2%,-12%,27%,0%,-6.9%,-12%,-1%
CCCN(C(=O)c1cccs1)c1nnc(-c2ccncc2)s1,-0.54,-0.22,0.056,0.24,-2%,1%,-14%,16%,-2%,-2.5%,1%,1%
Cc1ccc(-c2csc(NC(=O)CCCc3cccs3)n2)cc1,0.98,-0.085,0.85,-1.1,6%,3%,14%,10%,-8%,-4.9%,9%,-5%
Cc1ccc(N(CC(=O)Nc2ccc3c(c2)OCCO3)S(=O)(=O)c2c(C)n[nH]c2C)cc1,0.79,-0.21,0.56,-0.72,1%,-2%,-21%,0%,-9%,-3.1%,-45%,3%

# The order is random; any-hit rate near 2.1%.
